DSG3 Ab inh: blocks pemphigus antibody binding to human desmoglein-3; AID 588358; 310,000 tested, 0.48% active; DSG3-coupled beads, scFv-anti-DSG3-GFP binding, flow cytometry; stronger effect = lower value; P32926; binding (percent of control), % at 10 µM;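 active = binding more than 3 SD below its plate's average and above zero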;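 note: hits lower antibody fragment binding to DSG3; some compounds called inactive have numbers as strong as hits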
NSD2 HMT inh: blocks human histone methyltransferase NSD2; O96028; NSD2 peptide methylation, AlphaScreen, 120 min; inhibition, % at 12.5 µM; 310,000 tested, 0.54% active; in the data active = inhibition above about 50%
CAL PDZ FP-1: inhibitors of human CAL PDZ peptide binding; Q9HD26; purified CAL PDZ, TMR-peptide fluorescence polarization, 1 h; inhibition, % at 20 µM; 330,000 tested, 0.02% active; AID 504414;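 active = highest replicate inhibition of at least 40%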;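 note: plate controls were DMSO neutral control wells for no effect and unlabeled competitor peptide control wells for full effect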
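Test system: tagged CAL PDZ domain / Buffer or medium: sodium phosphate/NaCl buffer pH 7.4 with TCEP, IgG, Thesit / Reagent: TMR-labelled reporter peptide T*-PRC34 bound in PDZ groove / Compound dosing: single point, 20 µM / Schedule: 1 h incubation at room temperature before polarization reading / Technique: fluorescence polarization (mP) / Benchmarks: unlabelled peptide, DMSO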
Keap1-Nrf2 PPI: inhibitors of human Keap1-Nrf2 protein-protein interaction | Keap1 Kelch-Nrf2 peptide fluorescence polarization, 1536-well | 340,000 tested, 0.15% active | Q14145 | inhibition, % at 9.4 µM; in the data active = inhibition above about 12%;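 note: human Keap1 Kelch domain with fluorescein labeled Nrf2 9mer peptide probe; 0% = neutral control wells and 100% = peptide positive control; higher means more block of Keap1 binding to Nrf2 peptide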
DAGLB inh: blocks human DAGLB lipase activity | 340,000 tested, 0.059% active | HEK293T DAGLB membrane lysate, EnzChek fluorogenic substrate | AID 504411 | Q8NCG7 | inhibition, % at 5.17 µM; in the data active = inhibition above about 34%;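 note: 0% = enzyme with vehicle and 100% = wells lacking enzyme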
V-ATPase pHluor: alters yeast V-ATPase proton transport; S. cerevisiae, pHLuorin cytosolic pH fluorescence; response, % at 10 µM; 350,000 tested, 0.37% active; AID 504577; in the data active = response mostly above about 7.3%, no sharp cut-off; inactive = mostly below about 5.4%; note: actives read high; inactives centre near 0; some compounds called inactive have numbers as strong as hits
CAL PDZ FP-2: inhibitors of human CAL PDZ peptide binding; Q9HD26; purified CAL PDZ, TMR-peptide fluorescence polarization, 1 h; inhibition, % at 24.9 µM; 300,000 tested, 0.92% active; AID 602252;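 active = mean inhibition of at least 30% with at least half of replicates also reaching 30%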;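 note: 0% = DMSO neutral control and 100% = excess unlabeled competitor peptide PRC23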
RTF Ca sens inh: cardiac RTF calcium desensitization | P19429+P45379 | AID 493244 | IANBD-labeled cardiac RTF, Ca2+ fluorescence | 340,000 tested, 0.12% active | inhibition, % at 7.15 µM;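 active = inhibition above the mean inhibition of all tested compounds plus 3 SD, cut at about 17% in these data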;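 note: assay run at fixed EC70 calcium of 1.6 mM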
Arr AP2 block: blocks beta-arrestin peptide binding to AP2 adaptin | FITC-arrestin peptide / GST-AP2 beads, flow cytometry; AP2 beta2 appendage carries R879A mutation | inhibition, % at 10 µM | 340,000 tested, 0.31% active;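 active = inhibition above a set limit, near 3 SD of compounds lacking own fluorescence, cut at about 54% in these data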;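 note: plate controls were DMSO wells for no effect and 5 µM unlabelled arrestin peptide for full effect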
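System: GST-AP2 R879A glutathione beads | Also added: FITC-arrestin peptide, 50 nM | Times: 12 min plus 1 h, RT | Signal: Bead flow cytometry, FITC channel | Buffer or medium: PBS with 0.05% Tween 20 and 0.1% BSA | Read-out basis: Percent drop in bead-associated FITC signal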
LANA DNA inh: KSHV C-LANA DNA binding inhibition; MBP-C-LANA/FAM-LBS DNA binding, fluorescence polarization; inhibition, % at 9 µM; 340,000 tested, 0.078% active; AID 504423;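 active = highest replicate inhibition at or above 60% at 9 µM, even if other replicates fall short; inactive = all replicates below 60% inhibition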;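 note: 0% = neutral control wells and 100% = 4 µM acridine orange control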
Active calls of the source: *; . = not tested or not shown. An excerpt; rates above refer to the full screens.

SMILES	DSG3 Ab inh	NSD2 HMT inh	CAL PDZ FP-1	Keap1-Nrf2 PPI	DAGLB inh	V-ATPase pHluor	CAL PDZ FP-2	RTF Ca sens inh	Arr AP2 block	LANA DNA inh
COc1ccc(C(=O)COC(=O)CCn2nnc(-c3cccs3)n2)cc1	93	0	-1.8	0	-2	-6	-2	-1	7	-0.3
O=C1C=CC(=O)N1c1ccc2c(c1)C(NC(=O)C(F)(F)F)c1ccccc1-2 (stereo not given)	92	-1	-0.3	-13	2	0	.	0	9	-0.4
CN(CC(=O)Nc1cc(Cl)ccc1Cl)C1CCS(=O)(=O)C1 (stereo not given)	.	-4	-3.2	-7	-3	3	0	-9	-6	1.6
CN(CC(=O)Nc1ccccc1Cl)C(=O)COC(=O)CSc1ccc(Cl)cc1	101	-1	0.3	2	-4	1	-4	-1	16	-1.1
COc1cccc(CC(=O)Nc2ccc(F)c(S(=O)(=O)N3CCOCC3)c2)c1	101	2	-1.2	4	0	-4	.	-4	-1	-0.2
CCCC1(C(=O)OCC)NC(c2ccc(N(C)C)cc2)C2C(=O)N(c3ccccc3)C(=O)C21 (stereo not given)	103	.	-1.6	-8	-2	2	-5	-13	7	1.0
CCc1c(C)nc(SCC(=O)NC2CCCC2)[nH]c1=O	.	-3	0.2	-4	0	-1	-5	-1	4	-0.2
CS(=O)(=O)N1N=C(c2ccco2)CC1c1ccc(Br)cc1 (stereo not given)	108	1	-1.0	2	1	-4	-4	0	-4	2.7
COc1ccccc1Cc1nnc(NC(=O)C2CCN(C(=O)c3ccco3)CC2)s1	100	5	-0.5	3	0	1	-2	-1	47	0.8
CC(=O)N(CC(C)C(=O)O)c1c(I)cc(I)c(N)c1I (stereo not given)	107	.	-0.1	-5	0	-4	4	11	8	1.7
Cc1ccc(Oc2cc(NN3CCCCC3)c([N+](=O)[O-])cc2[N+](=O)[O-])c(Cl)c1	102	.	-0.2	-2	-1	2	1	-5	-5	0.5
O=C(CSc1nc(-c2ccccc2)c(-c2ccccc2)[nH]1)N1CCN(S(=O)(=O)c2ccccc2)CC1	96	-1	-0.9	3	3	0	-4	-5	-1	-0.8
CN(C(=S)NC1CCCCC1)C1(c2ccccc2Cl)CCCCC1=O (stereo not given)	85	0	-1.9	-2	-1	0	-1	-20	2	0.2
Cn1cc(SCC(=O)NC2CCCC2)c2ccccc21	107	-3	-2.5	-3	0	-5	-1	2	-22	0.4
Cc1oc(C(C)(C)C)cc1C(=O)Nc1ccc2c(c1)OCO2	92	5	.	.	.	-3	.	.	40	.
Cc1cccc(-c2nnc(SCC#N)n2-c2cccc(Cl)c2)c1	103	-5	-3.3	-2	2	0	1	-14	9	-0.4
COc1ccc(C(=O)NCC(=O)N/N=C/c2cccnc2)cc1	100	-2	-3.0	4	-2	-4	1	4	30	-0.6
CCn1c(SCC(=O)Nc2nc3ccccc3s2)nnc1-c1ccc(Br)cc1	-18*	-2	.	6	-1	15*	0	-2	7	-0.6
CCOc1ccc2[nH]c3c(NCCN(CC)CC)ncnc3c2c1	110	103*	-1.2	-4	-3	5	2	-6	-4	2.6
COc1cccc(CN(C)CC(=O)NCc2ccccc2Cl)c1OC	113	4	-0.9	2	0	6	1	-12	34	-1.7

Shown in CSV form: two of the compounds above.
Molecule,DSG3 Ab inh,NSD2 HMT inh,CAL PDZ FP-1,Keap1-Nrf2 PPI,DAGLB inh,V-ATPase pHluor,CAL PDZ FP-2,RTF Ca sens inh,Arr AP2 block,LANA DNA inh
CCOc1ccc2[nH]c3c(NCCN(CC)CC)ncnc3c2c1,110,103*,-1.2,-4,-3,5,2,-6,-4,2.6
COc1ccc(C(=O)COC(=O)CCn2nnc(-c3cccs3)n2)cc1,93,0,-1.8,0,-2,-6,-2,-1,7,-0.3

Further results follow:
SMILES	DSG3 Ab inh	NSD2 HMT inh	CAL PDZ FP-1	Keap1-Nrf2 PPI	DAGLB inh	V-ATPase pHluor	CAL PDZ FP-2	RTF Ca sens inh	Arr AP2 block	LANA DNA inh
Cc1csc(N2C(=O)C3C4CCC(O4)C3C2=O)n1 (stereo not given)	.	-1	-0.6	-3	-1	-5	-2	-10	-8	0.7
O=C(NCc1ccncc1)c1ccc(Oc2ccccc2)cc1	108	-2	-1.0	-3	1	1	-2	-20	0	1.0
Cc1nc2ccccc2c(=O)n1/N=C/c1cn[nH]c1-c1ccccc1	104	3	.	.	.	2	.	.	0	.
CC(C(=O)N=c1sc2ccccc2n1C)N1C(=O)C2CC=CCC2C1=O (stereo not given)	102	.	-1.0	2	0	-2	.	0	-2	0.4
Cn1c(CCNC(=O)c2ccco2)nc2cc(NC(=O)NC3CCCCC3)ccc21	.	-5	-0.2	-4	-2	-7	-4	16	-13	-0.3
Cn1nc(-c2ccccc2)c2cc(C(=O)O)sc21	106	-2	0.1	-4	1	0	1	-8	9	-1.5
O=C(NC1(C(F)(F)F)NC(=O)N(c2ccc(F)cc2)C1=O)c1cccs1 (stereo not given)	.	0	-0.5	-7	-5	1	0	14	-2	2.1
CC1(C(=O)Nc2nc3ccc(S(C)(=O)=O)cc3s2)CC1(Cl)Cl (stereo not given)	114	1	0.8	-1	2	3	-1	1	9	-0.7
C=C(C)C1CC=C(C)/C(=N/NC(=O)COc2cccc(C)c2)C1 (stereo not given)	102	-3	-0.5	-1	-5	0	-5	-5	19	-0.2
O=c1c(Br)c(Br)cnn1-c1ccccc1	97	10	-1.3	1	-10	-3	32*	2	-15	1.2
Fc1ccccc1NC(=S)N1CCOCC1	100	1	-2.1	-5	-2	0	0	-9	-1	-0.8
CCC(NC(=O)c1ccccc1NC(=O)c1ccccc1)C(=O)NNC(=O)c1cccnc1 (stereo not given)	.	.	-1.0	3	1	-2	7	-1	-2	-0.7
CN1CCN(C(=O)c2cccc(S(=O)(=O)N3CCCC3)c2)CC1	80	-1	-0.5	3	-1	-1	-10	-7	10	0.3
O=C1Nc2ccc(F)cc2C12Nc1ccccc1-c1nnc(SCc3ccccc3Cl)nc1O2 (stereo not given)	116	3	-1.8	0	17	-3	-2	0	-6	-1.7
CCNC(=O)NC(=O)C(C)OC(=O)c1oc2ccccc2c1CSC1CCCCC1 (stereo not given)	77	-2	-1.7	-1	-3	3	-3	-7	0	-1.5
COc1c(Cl)cccc1-c1cn2ccc(C)cc2n1	96	22	-3.5	-1	0	5	-1	-5	10	1.3
CCCCN(CCCC)C(=O)c1sc2nc(N3CCOCC3)c3c(c2c1N)CCCC3	100	3	.	.	.	1	.	.	38	.
O=C(O)c1ccccc1-c1ccc([N+](=O)[O-])cc1Cl	99	18	.	.	0	0	.	.	.	.
Cc1ccc(NC(=O)COC(=O)[C@H](C)NC(N)=O)c(C)c1	98	-2	-6.9	-1	1	2	-3	0	12	1.4
CCCCC(CCC(=O)Nc1ccc(C(=O)OCC)cc1)C(=O)O (stereo not given)	.	3	0.5	-4	0	-3	-6	4	-1	0.8
O=S(=O)(c1ccccc1)c1nc(NCc2ccccc2)sc1Cl	82	-2	-1.9	0	1	-1	-2	-11	5	1.0
O=C(c1cc2ccccc2oc1=O)N1CCN(c2ccc(N3CCOCC3)nn2)CC1	99	.	0.8	3	3	3	.	1	0	-1.6
CCOC(=O)C1=C(Nc2ccccc2)OCC1=O	100	-5	-0.5	1	-1	2	-1	-2	-2	-0.5
COc1ccc(NC(=O)c2ccc(-n3cccn3)c([N+](=O)[O-])c2)cc1	103	0	-1.4	-2	0	1	-5	11	32	0.8
O=C(NCCCN1CCCC1=O)c1cc(NS(=O)(=O)c2ccc(F)cc2)cc(NS(=O)(=O)c2ccc(F)cc2)c1	103	-4	0.3	2	4	-1	3	-2	0	3.5
Cc1csc(C(=O)O)c1-c1c(C)csc1C(=O)O	99	.	-0.9	8	1	-7	-2	-14	16	-0.7
Cc1ccc(NC(=O)CN2C(=O)NC(Cc3ccccc3)C2=O)c(Br)c1 (stereo not given)	105	2	-1.9	-6	-2	0	.	-14	2	0.2
Cc1ccc(S(=O)(=O)Nc2c(C)cc([N+](=O)[O-])cc2C)cc1	.	2	-1.4	0	-13	5	-4	-2	40	-1.9
O=C(COC(=O)C1COc2ccccc2O1)NC(=O)NC1CCCCC1 (stereo not given)	97	-48	-2.7	0	-3	0	1	-12	-4	2.3
CSc1nc(C)cc(C)c1C(N)=O	98	0	-1.0	3	3	-1	0	-5	-2	-0.3
CCN(CC)S(=O)(=O)c1ccc(N(C)C)c(NC(=O)CC(NC(C)=O)c2ccccc2)c1 (stereo not given)	124	19	-0.9	-9	-1	2	-3	-5	-15	-1.2
NC(=O)CCN(C(=O)c1cccc(S(=O)(=O)N2CCc3ccccc32)c1)c1ccccc1	104	13	-1.8	1	1	0	0	-5	-6	2.0
O=C(CO/N=C/c1ccc(OC(F)F)cc1)NC1CCCC1	98	-4	-1.5	0	0	-2	.	0	11	0.3
O=C(NCc1ccccc1)N1CCC(n2cnc3cc(F)ccc32)CC1	.	.	-2.2	-4	1	3	0	3	-3	2.1
CCCN1C(=O)/C(=C\C=C2\N(CC)c3ccccc3C2(C)C)SC1=S	146	1	-20	0	-17	1	4	-110	-4	-0.9
COc1ccc2oc(=O)c(C(=O)N3CCN(c4ccccc4C)CC3)cc2c1	98	2	-1.0	-5	-1	0	-2	0	7	-2.1
COc1ccc(NS(=O)(=O)c2ccc(SC)cc2)cc1	109	-3	-2.7	1	-3	-4	-1	-1	25	0.6
O=C(NCC1(N2CCCCC2)CCCCC1)c1cccc(S(=O)(=O)Nc2ccccc2Cl)c1	.	3	-3.5	-6	3	0	-3	-14	2	1.0
Cn1c2c(c(=O)n(C)c1=O)C(c1ccccc1OC(F)F)C1=C(CCCC1=O)N2 (stereo not given)	98	-7	0.8	-8	0	2	-2	-1	8	2.8
CC(C)CC(=O)N1CCN(CC2CC=CCC2)CC1 (stereo not given)	104	3	0.4	-1	0	-1	-4	-6	17	-1.3
O=C(Nc1ccc(C(=O)N2CCCC2)cc1)c1cc(F)c(F)cc1Cl	97	-9	.	.	1	-3	.	.	.	.
CCc1nnc(NC(=O)c2cccc(S(=O)(=O)N3CCN(C(C)=O)CC3)c2)s1	.	0	-1.4	-6	0	-3	0	-7	-3	-0.5
O=C(NCCc1ccc2c(c1)OCCO2)c1cc(S(=O)(=O)N2CCCC2)ccc1Br	115	11	-0.3	-1	-2	-1	-4	-3	23	0.1
COc1ccc(C(=O)CSc2nccc(=O)[nH]2)cc1	.	-1	-3.1	-2	0	-1	0	-7	10	-1.9
CC(C)C(OC(=O)CN1C(=O)c2ccccc2C1=O)C(=O)NC1CCCCC1 (stereo not given)	99	-3	-1.5	3	-4	4	-7	3	4	-0.3
Cc1cc(Nc2ccc(C)c(C)c2)n2nc(C)nc2n1	110	.	-1.0	-3	0	-1	.	-8	-5	-2.3
CCCCNC(=O)CCCCCNS(=O)(=O)c1ccc(Br)cc1	101	1	-2.0	2	2	1	-4	2	31	2.2

High-throughput results from PubChem BioAssay.
